TRHR enhancer: allosterically enhances the human TRH receptor. P34981. TRHR cells, fluo-8 calcium fluorescence, EC20 TRH enhancement. enhancement, % at 2 µM. 360,000 compounds, 0.66% hits; in the data active means enhancement above about 30%; further: 0% is about no effect
Target sequence (P34981 whole entry, looked up): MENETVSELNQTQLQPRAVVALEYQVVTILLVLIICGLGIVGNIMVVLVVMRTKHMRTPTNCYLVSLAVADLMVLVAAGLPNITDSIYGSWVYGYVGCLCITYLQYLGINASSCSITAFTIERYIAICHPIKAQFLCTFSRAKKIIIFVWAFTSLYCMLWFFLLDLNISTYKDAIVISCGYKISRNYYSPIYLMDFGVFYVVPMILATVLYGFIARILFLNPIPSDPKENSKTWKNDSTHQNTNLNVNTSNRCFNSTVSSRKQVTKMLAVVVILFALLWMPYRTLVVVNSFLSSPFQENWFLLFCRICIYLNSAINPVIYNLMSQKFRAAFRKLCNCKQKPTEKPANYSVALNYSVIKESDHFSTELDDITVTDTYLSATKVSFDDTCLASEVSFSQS
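Enhancer read-out: after compound pinning and an initial kinetic agonist-mode read, an EC20 of TRH (10 nM final) was injected and fluo-8 calcium signal (Ex 480/Em 530) followed at 1 s/cycle for 100 cycles in TRHR-expressing cells.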
D2 antag: antagonists of human D2 dopamine receptor. HEK293 TREx D2 cells, calcium flux, dopamine EC80. inhibition, % at 10 µM. 340,000 compounds, 2% hits. AID 485344; in the data active means inhibition above about 30%; further: 0% is about no effect
Target sequence (P14416 whole entry, looked up): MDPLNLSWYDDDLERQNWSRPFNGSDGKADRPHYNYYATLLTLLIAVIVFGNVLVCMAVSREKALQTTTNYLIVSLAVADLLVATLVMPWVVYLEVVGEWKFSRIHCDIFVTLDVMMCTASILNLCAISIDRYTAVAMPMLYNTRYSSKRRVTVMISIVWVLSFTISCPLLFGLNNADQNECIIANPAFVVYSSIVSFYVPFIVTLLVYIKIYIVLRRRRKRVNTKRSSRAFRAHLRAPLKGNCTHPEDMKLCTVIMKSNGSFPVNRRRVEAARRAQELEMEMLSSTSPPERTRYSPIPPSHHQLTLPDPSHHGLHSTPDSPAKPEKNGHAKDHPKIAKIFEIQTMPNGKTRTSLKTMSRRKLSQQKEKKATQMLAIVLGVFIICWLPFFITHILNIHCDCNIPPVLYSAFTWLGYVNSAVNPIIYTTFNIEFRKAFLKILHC
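Cells plated overnight at 30 C with tetracycline; no-wash calcium dye, 30–90 min RT; 10 s baseline; compound pinned; 180 s read; EC80 dopamine added; another 180 s read.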
D1 agonist: activates the human D1 dopamine receptor. P21728. AID 504660. 360,000 compounds, 1% hits. HEK293 T-REx D1 cells, calcium flux, agonist mode. activation, % at 2 µM; in the data active means activation above about 30%; further: 0% is about no effect
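Tetracycline-induced HEK293 TREx D1 cells, force-coupled to calcium signalling, were dye-loaded with a no-wash calcium kit. Compound was pin-added after a 10 s baseline. Fluorescence was read kinetically at 1 cycle/s for 180 s, with calcium rises flagged as agonism.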
D2 agonist: D2 dopamine receptor (human) agonism | P14416 | HEK293 T-REx D2 cells, calcium flux agonist mode | activation, % at 2 µM | 340,000 compounds, 0.53% hits;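 active means activation over 3 SD above normal in the single-dose calcium agonist read, cut at about 30% in these data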; further: 0% is about no effect
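Tetracycline-induced HEK293 T-REx cells with force-coupled D2 receptor, plated overnight at 30 C, loaded with no-wash calcium dye. After a 10 s baseline, compound was pin-added and calcium flux read kinetically for 180 s; calcium rises flagged agonists.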
D1 potentiator: enhances dopamine response at the human D1 receptor | potentiation, % at 10 µM | AID 504651 | 360,000 compounds, 0.036% hits | P21728 | HEK293 TREx D1 cells, calcium flux, dopamine EC20 potentiation; in the data active means potentiation above about 30%; further: 0% is about no effect
D1 antagonist: human D1 dopamine receptor antagonism. P21728. HEK293 TREx D1 cells, calcium flux, dopamine EC80; active compounds read low. activity change, negative = inhibition, % at 10 µM. 360,000 compounds, 3.2% hits; in the data active means activity change below about -30%; further: on the % scale 0 is the no-effect control and ±100 the full control effect
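Tetracycline-induced HEK293 Trex D1 cells, force-coupled to calcium, dye-loaded; compounds added and read 180 s, then EC80 dopamine added and calcium flux tracked kinetically another 180 s.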
D2 potentiator: positively modulates the human D2 dopamine receptor allosterically; AID 485347; potentiation, % at 10 µM; P14416; 340,000 compounds, 0.34% hits; HEK293 T-REx D2, calcium flux, EC20 dopamine potentiation;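 active means potentiation over 3 SD above the plate norm, cut at about 30% in these data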; further: 0% is about no effect
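Using a no-wash calcium dye in inducible, force-coupled HEK293 Trex cells expressing D2, we tracked fluorescence each second for 180 s after compound, then for 180 s after EC20 dopamine to detect augmented signalling.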
RXFP1 ag: RXFP1 (human) receptor agonism. Q9HBX9. HEK293T-RXFP1 cAMP TR-FRET, 30 min; response scale: percent of porcine relaxin response, buffer zero. Potency, µM (doses to about 57.5 µM), for the others: at the highest dose activation, hits mostly activators. 370,000 compounds, 0.3% hits; active means well fitted activation curve with a large enough effect; further: potency means the concentration at half of the fitted maximal effect; on the % scale 0 is the no-effect control and ±100 the full control effect; nearly all actives have a fitted effect of over 60% in size; many of its hits are not listed in these tables
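HEK293 cells stably expressing RXFP1, treated 30 min at 37C with compounds plus PDE4 inhibitor Ro 20174; cAMP measured by HTRF TR-FRET. Normalized to buffer and 29 nM porcine relaxin; EC50 by Hill fit.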
RXFP1 antagonist: blocks the human relaxin receptor RXFP1; Q9HBX9; HEK293-RXFP1, relaxin-stimulated cAMP HTRF, 30 min; active compounds read low; activity change, negative = inhibition, % at 57.5 µM; 350,000 compounds, 0.59% hits; AID 1259400;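 active means activity change of -60% or lower, but not beyond a set lower limit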; further: on the % scale 0 is the no-effect control and ±100 the full control effect
Active calls of the source: *; x = no result given; & = joins results of further samples. An excerpt, so the mix of outcomes need not match the whole.

cpd	SMILES	TRHR enhancer	D2 antag	D1 agonist	D2 agonist	D1 potentiator	D1 antagonist	D2 potentiator	RXFP1 ag	RXFP1 antagonist
1	Cc1ccccc1OCC(=O)OCC(=O)N1CCc2ccccc21	-2	7	9	-0.2	3	-20	-4	-0.6%	4
2	CCOC(=O)c1cc(-c2ccc(OC)cc2)nn1-c1ccc(C(=O)O)cc1	3	x	1	x	1	-1	x	-3.5%	-8
3	COc1ccc(-n2cc3ccc([N+](=O)[O-])cc3n2)cc1	-4	1	1	0.3	-5	-2	-1	0.1%	-6
4	CCN(CC)c1ccc(CNC23CN4CN(CN(C4)C2)C3)cc1	4	-2	5	-2.1	-2	-9	1	-0.9%	5
5	CCN(CC)S(=O)(=O)c1ccc2c(c1)nc(CCC(=O)Nc1cccc(C(F)(F)F)c1)n2CC	-3	4	0	-0.6	-3	7	-3	-3.6%	-7
6	Cc1cc(C)nc(NS(=O)(=O)c2ccc(NC(=O)c3ccc(S(=O)(=O)N(C)C)cc3)cc2)n1	1	0	2	-0.6	3	6	-8	6.3%	-2
7	Cn1nc(C(F)(F)F)cc1C(=O)O	-15	2	5	0.7	-2	3	-1	0.0%	4
8	COc1ccc(Cl)cc1S(=O)(=O)NCc1ccncc1	-3	6	9	0.8	-3	-10	-5	1.0%	-8
9	Fc1ccc(CSc2ccc(-c3ccc4c(c3)OCO4)nn2)cc1	-3	x	11	x	-5	-23	x	-4.4%	-10
10	COc1ccc(-c2c(-c3ccc(OCC(=O)NN)cc3O)n[nH]c2C(F)(F)F)cc1	8	11	-1	-0.6	-3	13	8	-1.7%	0
11	COc1ccc(C(=O)Nc2cccc(-c3ccc(N4CCOCC4)nn3)c2)cc1	37*	17	3	-0.6	-2	1	8	-0.6%	-9
12	CCN1C(=O)c2cccc3c(S(=O)(=O)NCc4ccccc4)ccc1c23	-4	-13	0	-0.5	3	-22	-8	5.1%	3
13	CCN(CC)CCN=C1CCCc2ccccc2N1	4	2	8	0.8	-2	0	7	-0.5%	-7
14	COc1ccc(-n2c(SCC(=O)N3CCN(c4ccccc4)CC3)nc3c(c2=O)SCC3)cc1	-8	-5	2	-1.7	7	-9	9	2.8%	10
15	O=C1C2C3C=CC(C3)C2C(=O)N1CCCCN1C(=O)C2C3C=CC(C3)C2C1=O (stereo not given)	5	-3	1	0.7	0	-25	6	0.0%	-1

Entries above marked active in TRHR enhancer:
#	SMILES	TRHR enhancer	D2 antag	D1 agonist	D1 potentiator	D1 antagonist	D2 potentiator	RXFP1 antagonist
11	COc1ccc(C(=O)Nc2cccc(-c3ccc(N4CCOCC4)nn3)c2)cc1	37*	17	3	-2	1	8	-9

Next section
cpd	SMILES	TRHR enhancer	D2 antag	D1 agonist	D2 agonist	D1 potentiator	D1 antagonist	D2 potentiator	RXFP1 ag	RXFP1 antagonist
16	CCOC(=O)N1CCC(N2CCCC(CO)(Cc3ccccc3C)C2)CC1 (stereo not given)	1	-19	1	3.3	0	1	-3	0.9%	-17
17	CCOC(=O)CSC1=C(C#N)C(c2ccc3c(c2)OCO3)CC(=O)N1 (stereo not given)	-11	-10	0	-0.9	-2	4	28	2.4%	3
18	COc1ccc(-c2cc(OC(=O)c3ccccc3Cl)c3c(C)oc(C)c3c(=O)c2)cc1OC	10	x	3	-1.1	2	0	5	1.8%	-27
19	NC(=O)c1cnccn1	8	-9	1	1.5	-3	5	-8	0.4%	3
20	COc1ccc(N/C=C/C(=O)c2ccc3c(c2)OCO3)cc1OC	2	-7	0	0.9	-3	-21	27	0.2%	-5
21	Nc1c(N(CCC2=CCCCC2)C(=O)Cc2ccccc2F)c(=O)[nH]c(=O)n1Cc1ccccc1	-1	-32	17	3.8	0	-2	-5	0.7%	0
22	CCN1CCc2nc(NC(=O)c3ccc4c(c3)OCCO4)sc2C1	-4	-6	3	-0.3	-1	11	4	28%	19
23	COc1ccccc1CN1C(=O)c2cccc3cccc(c23)C1=O	-3	11	2	0.1	0	11	-3	0.9%	16
24	Cc1ccc(C(=O)N/N=C/c2cc(C)n(-c3ccc(Br)cc3)c2C)cc1[N+](=O)[O-]	8	-6	3	-0.9	-12	-17	-6	-1.5%	-4
25	COc1cc(/C=C/C(=O)OCC(=O)NC(=O)NC23CC4CC(CC(C4)C2)C3)ccc1OCC#N	-1	0	3	0.3	4	-8	24	3.0%	-4
26	CC(C(=O)N1CCN(C(=O)c2ccco2)CC1)N1C(=O)NC2(CCCCC2C)C1=O (stereo not given)	0	7	6	-0.7	x	-2	-1	1.4%	2
27	CCNC(=S)Nc1cc(OCC)c(NC(=O)c2ccco2)cc1OCC	2	9	4	-0.2	4	-10	-12	2.3%	-11
28	CCc1ccccc1NC(=O)C1CCCN(c2nnc(-n3c(C)ccc3C)s2)C1 (stereo not given)	-5	x	0	-0.1	-1	5	8	-0.8%	-7
29	CCC1Oc2ccccc2N(CC(=O)NCCCN2CCCC2)C1=O (stereo not given)	1	-14	4	-0.3	-1	2	-3	0.1%	13
30	NC(=O)CSc1nnc(COc2ccccc2)n1Cc1ccco1	0	-1	1	0.8	-1	-24	-1	-1.9%	3

Single records, as listed above. Order of values: TRHR enhancer, D2 antag, D1 agonist, D2 agonist, D1 potentiator, D1 antagonist, D2 potentiator, RXFP1 ag, RXFP1 antagonist
`CCN1C(=O)c2cccc3c(S(=O)(=O)NCc4ccccc4)ccc1c23` in the list: -4, -13, 0, -0.5, 3, -22, -8, 5.1%, 3
`Cc1ccc(C(=O)N/N=C/c2cc(C)n(-c3ccc(Br)cc3)c2C)cc1[N+](=O)[O-]` in the list: 8, -6, 3, -0.9, -12, -17, -6, -1.5%, -4
`COc1ccccc1CN1C(=O)c2cccc3cccc(c23)C1=O` in the list: -3, 11, 2, 0.1, 0, 11, -3, 0.9%, 16
`Fc1ccc(CSc2ccc(-c3ccc4c(c3)OCO4)nn2)cc1` in the list: -3, x, 11, x, -5, -23, x, -4.4%, -10
`COc1ccc(-c2cc(OC(=O)c3ccccc3Cl)c3c(C)oc(C)c3c(=O)c2)cc1OC` in the list: 10, x, 3, -1.1, 2, 0, 5, 1.8%, -27

The results go on.
cpd	SMILES	TRHR enhancer	D2 antag	D1 agonist	D2 agonist	D1 potentiator	D1 antagonist	D2 potentiator	RXFP1 ag	RXFP1 antagonist
31	O=C(NCCC1=CCCCC1)C1CCCN(S(=O)(=O)c2cccc3cccnc23)C1 (stereo not given)	-2	0	-1	-1.8	-1	-19	10	1.7%	-38
32	COC(=O)c1ccccc1C(=O)N1CCCC(CCC(=O)NCc2ccc(F)c(F)c2)C1 (stereo not given)	1	-2	21	5.3	10	-3	9	6.2%	9
33	O=C(O)c1ccc(N/N=C/c2ccncc2)cc1	-3	7	1	0.1	-2	-13	-3	0.0%	-3
34	CC(=O)c1ccc(N2CCN(S(=O)(=O)c3c(C(=O)N4CCCC4)c(C)n(C)c3C)CC2)cc1	-3	7	2	0.0	-8	-13	-5	-0.8%	4
35	Cc1cc(Cl)c(S(=O)(=O)N2CCSCC2)cc1OCC(=O)NC1CCCCC1	-4	10	19	-1.2	-2	1	2	0.4%	-10
36	COc1ccc(S(=O)(=O)N2CCCCCC2)cc1C(=O)OC(C)C(N)=O (stereo not given)	-5	x	3	x	-1	27	x	0.0%	-3
37	COc1cc(OC)cc(C(=O)Nc2cc3c(cc2N2CCCC2)n(C)c(=O)c(=O)n3C)c1	-2	x	1	-0.9	-3	22	11	10%	-4
38	CCCCOc1ccc(/C(O)=C(\C#N)c2nc3ccccc3[nH]2)cc1	-6	x	2	x	-2	11	x	6.9%	3
39	COc1ccc(Cl)cc1C(=O)Nc1cc(=O)n(C)c(=O)n1C	-9	14	1	-1.5	-7	-15	-7	1.2%	x
40	COc1nc(OC)nc(N2CCC(NC(=O)C(Cc3cccc(OC)c3OC)NC(C)=O)CC2)n1 (stereo not given)	10	4	3	-0.6	0	1	4	0.2%	2
41	O=C(Cn1ncc2c([nH]c3ccccc32)c1=O)NCCCN1CCN(c2ccccc2)CC1	19&5	103*	2&0	-1.4	-1&-5	3&3	-2	-1.9%&3.0%	-3&3
42	O=C1Nc2ccccc2/C1=C/c1ccccc1Cl	-2	4	0	-1.4	-9	-10	-1	-1.0%	-15
43	CCc1nnc(NC(=O)CSc2nnc(-c3ccc(S(=O)(=O)N4CCCC4)cc3)n2CC)s1	10	2	2	0.0	-1	-2	-2	-0.6%	1
44	Cc1ccc(-n2c(CNc3ccc(F)cc3)nnc2SCC(=O)N2CCOCC2)cc1	2	11	0	-0.6	-4	1	-5	0.1%	-8
45	O=C(Nc1cccn(Cc2ccccc2Cl)c1=O)NC1CCCCC1	-1	1	4	-0.8	0	-12	7	-1.4%	1

Reprinted: nos. 31 to 35
cpd	SMILES	TRHR enhancer	D2 antag	D1 agonist	D2 agonist	D1 potentiator	D1 antagonist	D2 potentiator	RXFP1 ag	RXFP1 antagonist
31	O=C(NCCC1=CCCCC1)C1CCCN(S(=O)(=O)c2cccc3cccnc23)C1 (stereo not given)	-2	0	-1	-1.8	-1	-19	10	1.7%	-38
32	COC(=O)c1ccccc1C(=O)N1CCCC(CCC(=O)NCc2ccc(F)c(F)c2)C1 (stereo not given)	1	-2	21	5.3	10	-3	9	6.2%	9
33	O=C(O)c1ccc(N/N=C/c2ccncc2)cc1	-3	7	1	0.1	-2	-13	-3	0.0%	-3
34	CC(=O)c1ccc(N2CCN(S(=O)(=O)c3c(C(=O)N4CCCC4)c(C)n(C)c3C)CC2)cc1	-3	7	2	0.0	-8	-13	-5	-0.8%	4
35	Cc1cc(Cl)c(S(=O)(=O)N2CCSCC2)cc1OCC(=O)NC1CCCCC1	-4	10	19	-1.2	-2	1	2	0.4%	-10

(further entries)
cpd	SMILES	TRHR enhancer	D2 antag	D1 agonist	D2 agonist	D1 potentiator	D1 antagonist	D2 potentiator	RXFP1 ag	RXFP1 antagonist
46	O=C(CSC(=S)N1CCCCC1)c1ccccc1	3	-11	0	-0.7	-2	-8	5	0.8%	-22
47	CCOC(=O)c1ccc(Nc2nc(-c3cccnc3)nc3ccccc23)cc1	-7	1	0	-0.3	-4	-4	22	2.9%	-5
48	Cc1cccc(NC(=O)C(=O)NCC2CCCN2S(=O)(=O)c2ccccc2)c1 (stereo not given)	-5	14	1	0.0	-1	-10	0	-0.8%	-5
49	CC(C)CC(=O)NC(NC(=S)Nc1sc2c(c1C#N)CCCC2)C(Cl)(Cl)Cl (stereo not given)	-6	16	13	2.0	-7	-32*	-5	2.6%	-23

Source: PubChem
